# NLRP3 yeast inh: blocks the NALP3 inflammasome reconstituted in yeast; 0.39% of 330,000 active; Yeast reconstituted NLRP3/ASC/caspase-1, beta-gal luminescence, 24 h; inhibition, % at 10 µM;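 active means inhibition of 50% or more; inactive means inhibition below 50%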;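 further: plate controls were induced DMSO wells for no effect and uninduced yeast grown without galactose for full effect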
# tim10-1 inh: inhibits growth of tim10-1 mutant yeast; AID 463190; S. cerevisiae tim10-1 ts strain growth, BacTiter-Glo, 24 h; inhibition, % at 20 µM; 2.2% of 330,000 active;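 active means inhibition of at least 40%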;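 further: mutant grown at 25 °C; 0% = DMSO wells with yeast and 100% = wells holding no yeast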
# tim23-1 inh: growth inhibitors of tim23-1 mutant yeast; S. cerevisiae tim23-1 growth, BacTiter-Glo luminescence, 24 h; AID 463212; 1.3% of 330,000 active; inhibition, % at 20 µM;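 active means growth inhibition of the mutant yeast at or above 50%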;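 further: temperature-sensitive mutant grown at 25 °C; plate controls were DMSO-treated mutant yeast for no effect and medium wells lacking yeast for full effect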
# APJ agonist: agonists of human APJ apelin receptor | P35414 | CHO-K1 APJ PathHunter beta-arrestin, luminescence; 0% DMSO wells, 100% apelin | activation, % at 20 µM | 0.11% of 330,000 active | AID 2520;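 active means activation more than six SD over the plate average, tested at 20 µM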;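 further: 0% = DMSO alone and 100% = apelin-13 at 10 nM; some results filed as inactive read as strong as hits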
# Target sequence (P35414 whole entry, looked up): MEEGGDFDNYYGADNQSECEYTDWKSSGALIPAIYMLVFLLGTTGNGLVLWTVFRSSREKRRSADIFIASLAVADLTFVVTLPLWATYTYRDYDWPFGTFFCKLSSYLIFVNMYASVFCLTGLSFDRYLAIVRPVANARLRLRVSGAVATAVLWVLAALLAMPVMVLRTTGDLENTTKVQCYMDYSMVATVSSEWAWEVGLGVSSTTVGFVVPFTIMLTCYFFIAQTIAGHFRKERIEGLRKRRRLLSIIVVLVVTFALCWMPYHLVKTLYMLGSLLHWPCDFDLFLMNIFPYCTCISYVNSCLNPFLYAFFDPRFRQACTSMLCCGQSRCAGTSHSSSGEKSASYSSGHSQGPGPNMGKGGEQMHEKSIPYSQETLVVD
#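 Assay system: CHO-K1 APJ beta-arrestin complementation cell line / Compound: single test compound dose, 20 µM final, 1% DMSO / Times: overnight seeding, 90 min compound at 25 °C, 1 h detection / Technique: beta-gal luminescence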
# APJ antagonist: blocks the human apelin receptor APJ; P35414; inhibition, % at 20 µM; CHO-K1 APJ beta-arrestin complementation, luminescence; 0.32% of 330,000 active;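 active means inhibition above about 40% at 20 µM, limit read from the data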;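 further: cells challenged with 10 nM apelin-13 agonist together with compound; plate controls were apelin-13 plus DMSO wells for no effect and DMSO wells lacking apelin-13 for full effect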
# GRIN3A LBD mod: modulators (binders) of human NR3A ligand-binding domain; Tm shift relative to glycine control, % at 25 µM; NR3A LBD differential scanning fluorimetry, Tm shift; 0% = protein alone, 100% = glycine-bound protein; AID 1259313; 2.5% of 340,000 active;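 active means melting temperature shift of at least 10% of the positive control shift, at one fixed dose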
# TIM10 inh: inhibits growth of TIM10 yeast strain; S. cerevisiae TIM10 strain growth, BacTiter-Glo luminescence, 24 h; inhibition, % at 10 µM; 1.4% of 330,000 active; AID 463195;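 active means inhibition of 40% or more at the single tested concentration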;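 further: wild-type TIM10 isogenic control strain grown at permissive 25 °C; 0% = DMSO yeast wells and 100% = minimal medium wells without yeast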
# MPTP block: permeability transition pore inhibition; isolated mouse mitochondria, Ca2+ swelling absorbance, 30 min; inhibition, % at 10 µM; 1.4% of 360,000 active;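 active means inhibition of 50% or more, scaled per plate between neutral and stimulator controls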;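 further: 0% = DMSO wells given calcium and 100% = 1 mM EGTA wells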
# MIN6 prolif: induces beta-cell replication in MIN6 cells; proliferation, % at 10 µM; AID 2380; 0.29% of 330,000 active; MIN6 cells proliferation, ATPlite luminescence, 48 h; cells starved in 0.2% serum; 100% = growth in 10% serum;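 active means compounds whose signal lies at least 3.5 SD above the mean of all wells on their plate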;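 further: 0% = DMSO-treated cells in low-serum medium and 100% = 10% serum control; some compounds called inactive have numbers as strong as hits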
# The depositor's hits bear a star; . = not tested or not shown.
1) CN1C(C(=O)NCc2cccc(Br)c2)CC2Cn3c(nc4ccccc43)C21 (stereo not given)
2) O=C(NCc1nc2ccccc2[nH]1)C1=C[C@H](c2ccccc2)C[C@H](OCc2ccc(CO)cc2)O1
3) C/C(=N/NC(=O)c1nnn(-c2nonc2N)c1COc1ccccc1)c1ccc(O)cc1
4) CN1C(=O)c2cccc3c(S(=O)(=O)N4CCCC4C(=O)O)ccc1c23 (stereo not given)
5) COCCCn1c(O)c(/C=C2\N=C(C#N)C(=Nc3ccc(C)cc3)O2)sc1=S
screen / no.,1,2,3,4,5
NLRP3 yeast inh,6,5,6,16,15
tim10-1 inh,21,-5,2,1,9
tim23-1 inh,25,3,-16,-1,13
APJ agonist,-5,4,-1,-2,-7
APJ antagonist,23,-15,8,-18,19
GRIN3A LBD mod,-2,-4,5,-1,-3
TIM10 inh,-5,-3,-14,-1,11
MPTP block,-0.9,-2.8,-0.1,0.6,20
MIN6 prolif,2,-3,-2,-1,-3

6) CCc1cc(C(=O)Nc2ccccc2N2CCOCC2)sc1C
7) Cc1csc(NC(=O)c2cccnc2Cl)n1
8) CC(C)Oc1cccc(C(=O)C2CCCN(C(=O)c3ccccn3)C2)c1 (stereo not given)
9) COc1ccccc1Nc1nc(N)nc(CN2CCCCCC2)n1
10) Cc1cc(O)c(C=Nc2cccc(Cl)c2)c(=O)o1
screen / no.,6,7,8,9,10
NLRP3 yeast inh,51*,17,15,8,-6
tim10-1 inh,14,6,14,14,8
tim23-1 inh,42,11,13,2,8
APJ agonist,5,0,7,0,1
APJ antagonist,2,9,-40,9,9
GRIN3A LBD mod,-2,0,-1,0,3
TIM10 inh,14,11,-6,13,0
MPTP block,-0.9,0.5,0.2,-1.1,-3.4
MIN6 prolif,-2,-3,4,4,0

11) CCC1(c2ccc(OC)cc2)NC(=O)N(CC(=O)c2ccc3c(c2)OCCO3)C1=O (stereo not given)
12) N#Cc1cc([N+](=O)[O-])ccc1NC(=O)COC(=O)CN1C(=O)C2CCCCC2C1=O (stereo not given)
13) COC(=O)[C@H](C)NC(=O)Nc1ccccc1F
14) O=C(NC1CCCC1)C1CCN(c2cnccn2)CC1
15) CCOC(=O)c1c(C)[nH]c(C(=O)NCCN2CCOCC2)c1C
screen / no.,11,12,13,14,15
NLRP3 yeast inh,23,18,3,9,14
tim10-1 inh,-6,18,5,7,-10
tim23-1 inh,14,7,6,5,8
APJ agonist,-3,-1,-3,-3,2
APJ antagonist,-14,-6,-10,10,2
GRIN3A LBD mod,1,2,0,-1,-1
TIM10 inh,12,8,-3,-6,-1
MPTP block,1.3,3.2,-2.0,-1.6,-0.4
MIN6 prolif,-3,-3,-2,-2,-1

16) CCN(CCn1cccn1)C(=O)CC1C(=O)NCCN1Cc1ccc(F)cc1 (stereo not given)
17) Cc1csc(NC(=O)CSc2ncn(-c3ccccc3)n2)n1
18) Clc1ccc(-n2nnnc2-c2cnc(-c3ccncc3)nc2-c2cccs2)cc1
19) C=CC[C@H](CC(=O)NCCO)C(=O)N[C@@H](COC(=O)[C@@H](CC=C)CC(=O)OC(C)(C)C)Cc1c[nH]c2ccccc12
20) CCOc1ccc(C(=O)Nc2cc3c(cc2N2CCCC2)n(CC)c(=O)n3CC)cc1OCC
screen / no.,16,17,18,19,20
NLRP3 yeast inh,12,16,11,2,-3
tim10-1 inh,16,11,5,7,3
tim23-1 inh,15,-15,15,5,19
APJ agonist,1,-2,0,0,0
APJ antagonist,-1,-7,10,8,3
GRIN3A LBD mod,-1,-3,-1,0,-2
TIM10 inh,2,-17,-9,-1,11
MPTP block,-0.7,-0.4,-0.6,0.1,-0.1
MIN6 prolif,-4,-1,-4,-4,1

21) O=C(Cc1ccc(F)cc1)N1CCC(N2CCC(C(=O)N3CCOCC3)CC2)CC1
22) CC(C)NS(=O)(=O)c1ccc(CCC(=O)Nc2ccc3c(c2)OCCO3)cc1
23) CCN1CCN(C(=O)C2CCN(C(=O)c3cc4sccc4n3CC)CC2)CC1
24) CCCNC(=O)C1CC(=O)N(c2ccc(OCC(=O)Nc3cc(C)cc(C)c3)cc2)C1 (stereo not given)
25) CCOc1ccc(NC(=O)CN(C)C(=O)CCNC(=O)c2ccc(Br)cc2)cc1OCC
screen / no.,21,22,23,24,25
NLRP3 yeast inh,10,2,19,2,-1
tim10-1 inh,6,10,12,15,12
tim23-1 inh,5,4,11,19,-1
APJ agonist,-2,-2,8,-1,-3
APJ antagonist,3,-11,-7,3,-2
GRIN3A LBD mod,2,-1,-2,-1,1
TIM10 inh,3,13,-7,5,0
MPTP block,-1.3,-1.9,1.0,-0.7,-0.5
MIN6 prolif,-4,2,9,-5,7

26) Cc1ccc(C)c(S(=O)(=O)N2CCN(C(=O)C3CCN(C(=O)c4ccc(F)cc4)CC3)CC2)c1
27) Nc1ccccc1SCC(=O)Nc1ccc(N2CCOCC2)cc1
28) CC(=O)Nc1ccc(S(=O)(=O)N2CCSC2)cc1
29) COc1cc2c(cc1OC)CN(CC(=O)Nc1ccc3c(c1)OC(F)(F)O3)CC2
30) Cc1ccc2nc3c(c(C(=O)O)c2c1)CCC3
screen / no.,26,27,28,29,30
NLRP3 yeast inh,17,7,7,40,-2
tim10-1 inh,-10,5,2,19,1
tim23-1 inh,13,10,15,28,9
APJ agonist,-2,1,-1,-1,1
APJ antagonist,13,-10,9,2,12
GRIN3A LBD mod,0,0,-1,-1,1
TIM10 inh,9,-14,3,15,-2
MPTP block,0.2,-0.7,6.5,1.1,-0.1
MIN6 prolif,-2,0,1,-1,-3

31) CC1CCN(CCCOc2ccc(Cl)cc2Br)CC1
32) CCN=C1S/C(=C\c2ccc(Sc3ccc(Cl)cc3)o2)C(=O)N1CC
33) c1coc(-c2ncc[nH]2)c1
34) N#CC1=C(N)OC2=C(C(=O)CCC2)C1c1ccsc1 (stereo not given)
35) O=C(COc1ccc(Cl)cc1Cl)NNC(=S)NCc1ccco1
screen / no.,31,32,33,34,35
NLRP3 yeast inh,12,7,11,2,10
tim10-1 inh,-30,21,-19,6,46*
tim23-1 inh,-3,-2,-1,13,28
APJ agonist,-4,-5,1,-1,-4
APJ antagonist,-21,-1,6,8,13
GRIN3A LBD mod,-1,-2,3,1,-9
TIM10 inh,-38,4,2,0,50*
MPTP block,0.8,-6.7,0.4,0.9,3.2
MIN6 prolif,-3,-3,1,0,3

36) O=C1C(Cc2ccccc2)Nc2ncnc(N3CCN(c4ccccc4)CC3)c2N1Cc1ccc(Cl)cc1 (stereo not given)
37) Cc1c(NC(=O)NC(=O)c2ccc(F)cc2)c(=O)n(-c2ccccc2)n1C
38) CCOC(=O)c1c(NC(=O)CN2CCOCC2)sc2c1CCCC2=O
39) COC(=O)c1ccccc1NC(=O)Oc1ccc(F)cc1
40) CCCCNCc1nc2ccccc2c(=O)[nH]1
screen / no.,36,37,38,39,40
NLRP3 yeast inh,17,-8,3,-3,13
tim10-1 inh,28,7,1,-2,0
tim23-1 inh,32,1,-19,-1,-5
APJ agonist,-17,-4,-4,-3,-4
APJ antagonist,65*,-4,-3,10,5
GRIN3A LBD mod,-3,0,-1,-1,-1
TIM10 inh,27,-8,-3,-12,6
MPTP block,1.0,0.5,-0.1,0.2,-1.3
MIN6 prolif,-4,-4,1,0,-2

41) CCOC(=O)Cc1csc(NC(=O)CSc2nnc(C)n2C)n1
42) O=S1(=O)N=C(N=Nc2c(O)[nH]c3ccccc23)c2ccccc21
43) Nc1ncnc2c1ncn2[C@@H]1O[C@H](CNC(=O)[C@H](N)Cc2cscn2)[C@@H](O)[C@H]1O
44) CCOC(=O)C1CCN(C(=O)COC(=O)c2ccc3[nH]c4c(c3c2)CCCC4)CC1
45) COc1ccc(OCC(=O)Nc2ccccc2C(=O)NC2CC2)cc1
screen / no.,41,42,43,44,45
NLRP3 yeast inh,-14,11,.,5,10
tim10-1 inh,10,11,-4,35,1
tim23-1 inh,6,8,17,40,25
APJ agonist,-7,-8,.,4,-3
APJ antagonist,2,22,.,-12,-2
GRIN3A LBD mod,-1,0,1,-2,-3
TIM10 inh,0,8,-16,31,3
MPTP block,-0.9,0.1,-1.3,-0.8,-0.9
MIN6 prolif,3,0,.,-6,-6

46) COc1cccc(/C=C2/SC(=O)N(C)C2=O)c1OCc1ccc(C(=O)O)cc1
47) CC1(C)CC(=O)c2cc(OCC(=O)NCCN3CCOCC3)ccc2O1
48) O=C(Nc1ccc(OC(F)(F)F)cc1)Nc1cccnc1
49) CCN(CC(=O)Nc1c(F)cccc1F)C(=O)CCc1ccc(OC)cc1
50) CCOc1ccc(C(=O)/C=C/c2ccccc2C(F)(F)F)cc1
screen / no.,46,47,48,49,50
NLRP3 yeast inh,3,11,19,21,23
tim10-1 inh,2,7,19,-1,22
tim23-1 inh,18,4,9,14,24
APJ agonist,-2,-2,0,-3,-3
APJ antagonist,1,7,-8,16,20
GRIN3A LBD mod,0,0,11*,-2,-43
TIM10 inh,-2,1,6,2,25
MPTP block,-0.2,0.1,39,-1.9,4.7
MIN6 prolif,-2,-4,-2,0,-5

51) CCOC(=O)C1CCN(C(=O)Cn2cccc2C(=O)c2ccccc2)CC1
52) COc1ccc(C)cc1NC(=O)Nc1cnccn1
53) CCOC(=O)c1oc2ccccc2c1CSc1nnc(-c2ccco2)o1
54) O=C(NC1CCCC1)c1cccnc1N1CCCCCC1
55) CCC(C(=O)O)n1nnc(-c2ccc(OCc3ccccc3)c(OC)c2)n1 (stereo not given)
screen / no.,51,52,53,54,55
NLRP3 yeast inh,5,24,31,3,9
tim10-1 inh,7,-15,1,3,5
tim23-1 inh,1,-16,32,13,5
APJ agonist,-4,-3,-3,-5,-2
APJ antagonist,7,12,5,12,-12
GRIN3A LBD mod,0,-1,0,0,.
TIM10 inh,7,-25,-12,3,0
MPTP block,-0.5,1.5,1.0,0.3,.
MIN6 prolif,-1,-2,-4,-3,-2

56) Cc1cccc(NC(=O)CN(CC2CCCO2)C(=O)c2cc3ccccc3o2)c1C (stereo not given)
57) O=C(CN(Cc1ccccc1)S(=O)(=O)c1ccc2c(c1)OCCO2)N/N=C/c1ccc(F)cc1
58) Nc1nc(NC(=O)c2ccccc2Cl)nn1-c1ccccc1
59) O=S(=O)(c1ccccc1)c1ccc(N2CCCCCC2)cc1
60) Cc1[nH][nH]c(=O)c1C=NCc1ccc(Cl)cc1
61) CCOC(=O)Nc1ccc2c(c1)N(C(=O)CN1CCN(CCO)CC1)c1ccccc1CC2
screen / no.,56,57,58,59,60,61
NLRP3 yeast inh,22,6,2,17,-5,11
tim10-1 inh,15,19,13,38,13,3
tim23-1 inh,29,29,16,44,-14,3
APJ agonist,-6,-3,1,2,0,4
APJ antagonist,17,13,13,7,4,12
GRIN3A LBD mod,1,1,0,-4,0,3
TIM10 inh,6,32,18,11,11,-9
MPTP block,-0.2,4.3,-0.9,-0.1,0.8,0.2
MIN6 prolif,-1,-4,-2,-3,0,-1

# By substructure, those above containing two or more sulfur atoms
5) COCCCn1c(O)c(/C=C2\N=C(C#N)C(=Nc3ccc(C)cc3)O2)sc1=S
17) Cc1csc(NC(=O)CSc2ncn(-c3ccccc3)n2)n1
28) CC(=O)Nc1ccc(S(=O)(=O)N2CCSC2)cc1
32) CCN=C1S/C(=C\c2ccc(Sc3ccc(Cl)cc3)o2)C(=O)N1CC
41) CCOC(=O)Cc1csc(NC(=O)CSc2nnc(C)n2C)n1
screen / no.,5,17,28,32,41
NLRP3 yeast inh,15,16,7,7,-14
tim10-1 inh,9,11,2,21,10
tim23-1 inh,13,-15,15,-2,6
APJ agonist,-7,-2,-1,-5,-7
APJ antagonist,19,-7,9,-1,2
GRIN3A LBD mod,-3,-3,-1,-2,-1
TIM10 inh,11,-17,3,4,0
MPTP block,20,-0.4,6.5,-6.7,-0.9
MIN6 prolif,-3,-1,1,-3,3
